NPSR antag = antagonists of human neuropeptide S receptor cAMP signaling; Q6W5P4; CHO-NPSR cells, cAMP TR-FRET, antagonist mode; Potency, µM (top dose mostly 38.3 µM), for inactives: at the highest dose activity change, negative = inhibition, usual class: inhibitors; 220,000 compounds, 1% hits; AID 1461; note: potency is the fitted concentration of half-maximal effect; % is set by controls: 0 for no effect and ±100 for the full control effect; nearly all actives have a fitted effect of over 50% in size; many of its hits are not listed in these tables
Target sequence (Q6W5P4 whole entry, looked up): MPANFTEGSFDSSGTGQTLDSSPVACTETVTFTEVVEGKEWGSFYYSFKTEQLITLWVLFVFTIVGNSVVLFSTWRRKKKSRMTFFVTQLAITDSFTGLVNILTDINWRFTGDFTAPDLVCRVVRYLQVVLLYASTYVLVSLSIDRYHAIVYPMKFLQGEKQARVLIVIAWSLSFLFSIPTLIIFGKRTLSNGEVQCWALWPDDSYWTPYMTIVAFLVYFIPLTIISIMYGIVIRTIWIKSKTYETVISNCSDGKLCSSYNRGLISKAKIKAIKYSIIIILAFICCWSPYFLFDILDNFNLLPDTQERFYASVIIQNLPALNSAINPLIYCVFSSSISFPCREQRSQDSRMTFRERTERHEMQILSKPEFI
Epigenetic derep = regulators of epigenetic silencing causing reporter derepression in mouse cells; murine LDR cells, GFP reporter derepression, 30 h; Potency, µM (titrated, usually from 53.9 µM), inactives show at the highest dose GFP activation, hits mostly activators; 280,000 compounds, 0.2% hits; note: potency is the fitted concentration of half-maximal effect; % of control where 0% means no effect; nearly all actives have a fitted effect of over 60% in size
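Murine LDR cells bearing a silenced CMV-driven GFP reporter were exposed to compound for 30 h at 37 C. After PBS washes, GFP-positive cells (20-120 um objects) counted by laser-scanning microplate cytometry.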
Lamin A splicing = LMNA splicing modulation | HeLa LMNA splicing GFP/RFP minigene ratio, 48 h | Potency, µM (titrated, usually from 46.1 µM), for the others: at the highest dose ratio change, negative = inhibition, usual class: inhibitors | 200,000 compounds, 0.01% hits | AID 1487; active = well fitted inhibition curve with a large enough effect in the signal ratio, with a control signal flat, not every such curve was filed as active; inconclusive = small, poorly fitted or top-dose-only effect, or effect the other way, or a change in a side signal; the % refers to the signal ratio; note: potency is the fitted concentration of half-maximal effect; % is set by controls: 0 for no effect and ±100 for the full control effect
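S3 HeLa stable clones carrying a lamin A-EGFP splicing minigene plus DsRed2 were seeded at 600 cells/well in Opti-MEM with 2% FBS, pin-dosed and incubated 48 h at 37°C. Acumen cytometry (488 nm) gave the GFP/RFP total-intensity ratio.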
HttQ103 aggreg = inhibitors of mutant huntingtin aggregate formation in PC12 cells; PC12 HttQ103-GFP aggregates, Acumen cytometry, 40 h; Potency, µM (top dose mostly 46.1 µM), for inactives: at the highest dose activity change, negative = inhibition, actives largely listed as inhibitors; 220,000 compounds, 1.1% hits; AID 1688; note: potency is the fitted concentration of half-maximal effect; % is set by controls: 0 for no effect and ±100 for the full control effect; nearly all actives have a fitted effect of over 60% in size
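Aggregates are detected as GFP objects 1–25 µm with signal 6 STDEV over background in lysates of induced PC12 cells. These carry Huntingtin exon 1 with 103 glutamines fused to GFP under an ecdysone promoter; compounds titrated.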
Luc counter = Kinase-Glo luciferase inhibition (counter-screen); Kinase-Glo luciferase, ATP luminescence, 8 min; Potency, µM (titrated, usually from 38.3 µM), for the others: top-dose activity change, negative = inhibition, most hits filed as inhibitors; 200,000 compounds, 0.28% hits; AID 1379; note: potency is the fitted concentration of half-maximal effect; % is set by controls: 0 for no effect and ±100 for the full control effect; nearly all actives have a fitted effect of over 60% in size
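Kinase-Glo luciferase light output from ATP and luciferin was measured with 10 uM ATP, within the enzyme's linear range. Buffer: 50 mM imidazole pH 7.2, 50 mM KCl, 7 mM MgCl2, 0.01% Tween 20, 0.05% BSA; luminescence read after 8 min at ambient temperature.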
CBFb RUNX1 block = blocks binding between human CBF-beta and RUNX1. 230,000 tested, under 10 active. AlphaScreen CBFb-His/RUNX1-biotin binding, biochemical. Potency, µM (highest dose often 59.8 µM), for the others: top-dose activity, negative = inhibition, usual class: inhibitors; note: % of control where 0% means no effect
Target sequence (Q01196 whole entry, looked up): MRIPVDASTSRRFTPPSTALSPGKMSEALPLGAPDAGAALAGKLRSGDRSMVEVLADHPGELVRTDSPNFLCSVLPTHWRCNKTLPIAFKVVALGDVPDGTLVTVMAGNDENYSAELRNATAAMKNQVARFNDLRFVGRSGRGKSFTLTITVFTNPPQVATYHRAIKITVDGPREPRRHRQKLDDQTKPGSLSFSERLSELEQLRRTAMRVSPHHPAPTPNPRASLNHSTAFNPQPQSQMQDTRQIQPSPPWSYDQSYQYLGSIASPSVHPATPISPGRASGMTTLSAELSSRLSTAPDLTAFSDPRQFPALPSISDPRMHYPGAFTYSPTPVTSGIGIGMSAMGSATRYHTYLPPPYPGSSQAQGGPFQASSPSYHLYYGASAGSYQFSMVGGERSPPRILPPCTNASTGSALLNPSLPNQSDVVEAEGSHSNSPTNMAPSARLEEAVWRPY
Target sequence (Q13951 whole entry, looked up): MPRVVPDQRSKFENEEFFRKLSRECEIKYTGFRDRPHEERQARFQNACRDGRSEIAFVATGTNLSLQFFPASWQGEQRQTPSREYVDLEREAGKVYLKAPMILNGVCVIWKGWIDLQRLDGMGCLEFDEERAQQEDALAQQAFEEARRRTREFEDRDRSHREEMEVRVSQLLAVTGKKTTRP
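Inhibition was taken as any reduction in AlphaScreen signal from the CBF-beta–RUNX1 pair (His and biotin tags, 30 nM each), measured after compound (15 min) and bead (90 min) incubations at room temperature.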
IMPase Li cell = cell-permeable IMPase inhibitors with lithium potentiation; CHO-M1 cells, IP1 TR-FRET (IP-One), carbachol + lithium; Potency, µM (top dose mostly 59.4 µM), for inactives: top-dose activity, negative = IMPase inhibition, most hits filed as inhibitors; 210,000 compounds, 0.35% hits; AID 1457;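 note: IP1 builds up when IMPase is blocked and the TR-FRET signal falls; potency is the fitted concentration of half-maximal effect; plate controls were basal vehicle for no effect and high inhibitor control for full effect; nearly all actives have a fitted effect of over 50% in size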
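Lithium-sensitised IP1 accumulation assay; M1-expressing CHO cells treated 30 min at 37C with compound. Competitive antibody detection by time-resolved FRET followed a 10 min room-temperature lysis step.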
* marks the source's active call; other numbers are inactive results; ? = inconclusive; . = no result given; [ ] = dose if it differs, or a comment. Unless noted, calls come from the whole dose curve; as a rule, active = well fitted curve in the direction sought with a large enough effect; inconclusive = small, poorly fitted or top-dose-only effect, or another doubt; inactive = no such curve, though single readings can be large; an effect the other way counts as inactive or inconclusive.

SMILES | NPSR antag | Epigenetic derep | Lamin A splicing | HttQ103 aggreg | Luc counter | CBFb RUNX1 block | IMPase Li cell
COC(=O)c1cc(COC(=O)c2cccnc2SC)oc1C | -10%[46.1 µM] | 3.2% | 2% | -6% | 1% | 16% | 6%[38.3 µM]
Cc1ccc(NC(=O)CSc2n[nH]c(=O)n2C2CC2)cc1S(=O)(=O)N1CCOCC1 | 7% | -0.9% | ? | ? | 1% | 1% | 6%
Cc1ccc(C(=O)C2CCN(S(=O)(=O)c3c(C)noc3C)CC2)cc1 | -4% | 1.1% | 10%[46 µM] | 0%[9.22 µM] | . | 13% | .
COc1ccc(N2CCN(C(=O)CSc3nnc4c(C)cc5ccc(C)c(C)c5n34)CC2)cc1 | -16%[46.1 µM] | -2.2% | -16% | 12% | 7% | 3% | 4%
CCN(c1ccccc1)S(=O)(=O)c1cccc(C(=O)O)c1 | -13%[46.1 µM] | 0.0% | -5% | -2% | 0% | 5% | 12%[38.3 µM]
CCOc1ccccc1NC(=O)Nc1cccc(NC(C)=O)c1 | 22% | 2.5% | . | 37%[9.22 µM] | . | 3% | .
O=C(CSc1nc2cc(S(=O)(=O)N3CCOCC3)ccc2o1)NC1CCCc2ccccc21 (configuration not stated) | -23%[46.1 µM] | 0.0% | ? | 22% | -2% | -1% | 35%[activator][38.3 µM]
CCCn1nnc(NC(=O)/C=C/c2ccco2)n1 | -2% | -4.5% | . | 13%[9.22 µM] | . | -7% | .
O=C1N(Cc2cccnc2)C[C@@H]2C[C@@H](c3cccc(C(F)(F)F)c3)N3CCC[C@@]123 | -8% | -0.2% | . | -6%[9.22 µM] | . | 7% | -8%
CC(C)c1ccc(N(CC(=O)NN=C2CCN(C)CC2)S(=O)(=O)c2ccccc2)cc1 | -8% | -1.1% | -3%[9.22 µM] | -13% | 3% | -1% | -1%
Cn1cc(C(=O)c2ccc(Cl)cc2Cl)cc1C=O | -1% | 0.9% | ? | 9% | -1% | 2% | 0%
OCCN(Cc1ccccc1)C(=S)Nc1ccc(F)cc1 | 3% | -2.6% | ? | 0% | 1% | 4% | -3%

Part of the list above in order of molecular weight, largest number first.
SMILES | NPSR antag | Epigenetic derep | Lamin A splicing | HttQ103 aggreg | Luc counter | CBFb RUNX1 block | IMPase Li cell
O=C(CSc1nc2cc(S(=O)(=O)N3CCOCC3)ccc2o1)NC1CCCc2ccccc21 (configuration not stated) | -23%[46.1 µM] | 0.0% | ? | 22% | -2% | -1% | 35%[activator][38.3 µM]
COc1ccc(N2CCN(C(=O)CSc3nnc4c(C)cc5ccc(C)c(C)c5n34)CC2)cc1 | -16%[46.1 µM] | -2.2% | -16% | 12% | 7% | 3% | 4%
Cn1cc(C(=O)c2ccc(Cl)cc2Cl)cc1C=O | -1% | 0.9% | ? | 9% | -1% | 2% | 0%

Next section:
SMILES | NPSR antag | Epigenetic derep | Lamin A splicing | HttQ103 aggreg | Luc counter | CBFb RUNX1 block | IMPase Li cell
CCCCCCNC(=O)CCCCCNS(=O)(=O)c1ccc(OC)cc1 | -3% | 0.1% | ? | 7% | 3% | 0% | -1%
O=C(O)COc1ccc(C(=O)Cc2ccc3c(c2)OCCCO3)c(O)c1 | ? | -0.2% | -9% | 25% | -4% | 3% | -10%[38.3 µM]
C=CCn1cnc2c(c1=O)c1nc3ccccc3nc1n2-c1ccccc1 | -12%[46.1 µM] | -1.6% | -3% | 6% | -8% | 1% | -1%[38.3 µM]
Cc1ccc(C)c(N2CCN(C(=O)C3CCN(c4nnc(N5CCCC5=O)s4)CC3)CC2)c1 | 7%[46.1 µM] | 4.8% | -12% | ? | 2% | -1% | 10%[38.3 µM]
CCN(CC)S(=O)(=O)c1ccc2oc(C(=O)O)c(C)c2c1 | ? | 0.0% | 16% | -10% | -1% | 3% | 31%[38.3 µM]
CC(=O)Oc1ccc2c(c1)OC(c1ccccc1)CC21CC(C)(C)NC(=O)N1 (configuration not stated) | 10% | 0.0% | 1% | 12% | 2% | -1% | -4%
c1csc(C2Nc3cccc4cccc(c34)N2)c1 | 2%[46.1 µM] | ? | 4% | 4% | 2% | -5% | 11%[38.3 µM]
COCCCNC(=O)c1c[nH]c2ccc(S(=O)(=O)N3CCc4ccccc43)cc2c1=O | -41% | 2.4% | . | -24% | . | -6% | 7%
O=C(Nc1nccs1)c1cccc(S(=O)(=O)N2CCOCC2)c1 | 9%[46.1 µM] | -6.7% | -1% | 1% | 2% | 5% | 6%[38.3 µM]
Cc1ccc(N2C(=O)CCC2(C#N)c2ccccc2)cc1 (configuration not stated) | 5% | 3.0% | . | 22%[9.22 µM] | . | 18% | .
Cc1cc(N)n(-c2ccc(C)c(C)c2)n1 | 14% | -0.3% | . | -4% | . | -15% | 4%
O=C(Nc1nc2ccccc2s1)C1CC(=O)N(c2ccc(Cl)cc2)C1 (configuration not stated) | -20%[46.1 µM] | -0.7% | 28% | 9%[9.22 µM] | -3% | -4% | 2%[38.3 µM]
Cc1n[nH]c(C)c1S(=O)(=O)N1CCCC(C(=O)NCc2cccs2)C1 (configuration not stated) | -1%[46.1 µM] | -4.4% | 1% | 2% | -8% | -3% | -11%[38.3 µM]
O=C(c1ccccc1)c1ccccc1N/C=C/c1nnnn1-c1ccccc1 | -14%[46.1 µM] | -1.3% | -5% | 6% | -2% | -20% | -17%[38.3 µM]
O=[N+]([O-])c1ccc2ncnc(Nc3ccc4c(c3)OCCO4)c2c1 | -19% | 7.8% | . | 14µM* | -1% | -19% | 23%
CCOC(=O)c1sc2nc(CSc3ccccc3)nc(NCCN(C)C)c2c1C | ? | 8.0% | . | 4% | 0% | 3% | 5%
COc1c(/C=N/Nc2nc(N3CCCCC3)nc(N3CCCCC3)n2)cccc1[N+](=O)[O-] | -18%[46.1 µM] | 0.0% | -6% | -1% | -2% | -1% | -3%[38.3 µM]
CC(=O)Nc1ncc(Cc2cccc(Cl)c2Cl)s1 | -3% | -1.1% | . | . | 3% | 3% | 0%
CCOC(=O)c1c(C)[nH]c(C)c1C(=O)CSc1nc2ccccc2[nH]1 | 19%[46.1 µM] | -0.9% | -19% | 1% | . | 1% | .
c1ccc(Cn2nnnc2CN2CCOCC2)cc1 | -3%[46.1 µM] | -1.1% | -3% | 6% | -4% | 0% | -3%[38.3 µM]
CCCCC/C=C\C/C=C\C=C\[C@@H](O)C/C=C\CCCC(=O)O | . | 0.0% | . | . | 0% | -3% | -1%
Cc1ccc(NC(=O)CN2C(=O)S/C(=C\c3cccn3C)C2=O)cc1 | -5%[46.1 µM] | 1.4% | 6% | -4% | -4% | -4% | -3%[38.3 µM]
Cc1ccc(S(=O)(=O)N/N=C/c2c(F)cccc2Cl)cc1 | 21% | -1.1% | -24% | 8% | 7% | -2% | 28%
CC(=O)c1c(C)[nH]c(C(=O)OCC(=O)c2c(N)n(C)c(=O)n(C)c2=O)c1C | 8% | 2.1% | 12%[9.22 µM] | 13% | -5% | 5% | -27%
CC(C)(C(N)=O)c1ccccc1 | -10% | -1.3% | . | 15%[9.22 µM] | . | 13% | .
CCOc1ccc(OCCn2nnc3ccccc3c2=O)cc1 | -5% | 2.6% | 9%[46 µM] | 6% | -9% | 6% | -7%
O=C(Nc1ccc(N2CCOCC2)c(F)c1)c1ccncc1 | -12%[46.1 µM] | -1.1% | -10% | 2.2µM* | -9% | 10% | 13%[38.3 µM]
Cc1ccc(C)c(-n2ccnc2SCC(=O)O)c1 | -20%[46.1 µM] | -0.2% | 2% | 1% | 11% | 1% | -7%[38.3 µM]
O=C(Nc1cc(C(F)(F)F)ccc1Cl)C(Sc1cccc[n+]1[O-])c1ccccc1 (configuration not stated) | -52% | ? | 2% | 20% | 14% | 6% | 4%
Cc1ccccc1-n1cc(CNC(=O)CC2C(=O)NCCN2C/C=C/c2ccccc2)cn1 (configuration not stated) | -8% | 0.3% | . | 1% | . | 1% | .
CC1CCCCC1NC(=O)Cn1ncc2ccccc21 (configuration not stated) | 9%[46.1 µM] | -0.8% | -8% | -7% | 3% | 5% | 27%[38.3 µM]
CC(=O)N=c1c(C#N)cc2c(=O)n3cccc(C)c3nc2n1CCCOC(C)C | 17% | 6.6% | . | -18%[9.22 µM] | . | 9% | .
CCOC(=O)C1Oc2ccccc2C(c2ccc(C)cc2)=C1C(=O)OC (configuration not stated) | . | -0.1% | . | . | 0%[39.9 µM] | 25%[89.1 µM] | 24%
CC(C)(C)NC(=O)NC(=O)CSc1nnc(-c2ccccc2F)n1N | -6%[46.1 µM] | 3.7% | 0% | 14% | -2% | 5% | 15%[38.3 µM]
O=C(O)CCn1c(=O)[nH]c(=O)n(CCC(=O)O)c1=O | 13% | -2.1% | . | 22% | 0% | 11% | 1%
Cc1ccc(CN(C(=O)Cn2nnc3ccccc32)C(C(=O)NCc2ccco2)c2ccc(C)o2)cc1 (configuration not stated) | -25%[46.1 µM] | 0.0% | -10% | -7% | 2% | 2% | 7%
COc1ccc(CN2CCC(N(CCc3ccccc3)Cc3ccccc3)CC2)c(OC)c1 | 7.9µM* | -1.3% | . | -10% | . | -15% | 13%
CCc1cccc(C)c1NC(=O)C1CC=CCC1C(=O)O (configuration not stated) | 7% | -0.2% | . | 6%[9.22 µM] | 4% | -12% | -4%
CC(C)Cn1c(-c2ccc(Br)cc2)c[nH]c1=S | -20% | 0.0% | . | -10% | -3% | -12% | 12%
CCC1=C2CC[C@H]3C(=O)N(CC(=O)OC)C(=O)[C@H]3[C@H]2[C@@]2(C)C(=O)N(Cc3ccccc3)C(=O)N2C1=O | . | 2.2% | . | . | -2% | 12% | -6%
COc1ccc(NC(=O)c2ccc(COc3ccc(C)cc3)o2)cc1 | -2% | -1.0% | 12%[46 µM] | 14%[9.22 µM] | -7% | 4% | 8%
CCOC(=O)c1c(NC(=S)Nc2ccccc2)sc2c1CCN(C)C2 | -17%[46.1 µM] | 3.6% | 1% | 8% | -6% | 4% | 23%[38.3 µM]
COC(=O)c1ccccc1NC(=O)CN(C1CCCCC1)S(C)(=O)=O | -10%[46.1 µM] | -1.1% | 3% | -12% | 3% | 0% | 2%[38.3 µM]
CCOc1ccccc1N1Cc2ccccc2C1 | -8%[46.1 µM] | -1.1% | 4% | -4% | -5% | -8% | 23%[38.3 µM]
c1cncc(CSc2nnc3ccc(-c4ccncc4)nn23)c1 | 20% | -2.7% | 8%[46 µM] | -15% | 0% | -19% | 2%
O=C1c2ccccc2S(=O)(=O)N1CC(O)COc1ccc(Br)cc1 (configuration not stated) | -22%[46.1 µM] | 3.1% | 5% | -1% | 0% | 6% | 2%[38.3 µM]
N#Cc1ccc(CSCC(=O)O)cc1 | -4%[46.1 µM] | -5.4% | 4% | ? | -5% | 5% | -7%[38.3 µM]

Assay outcomes as filed in PubChem.

Not all compounds are listed, so the mix of outcomes need not match the whole.
